Screening results from PubChem BioAssay.
NSD2 inh – NSD2 (human) methyltransferase inhibition; O96028; NSD2 peptide methylation, AlphaScreen, 120 min; inhibition, % at 12.5 µM; 310,000 tested, 0.54% active; in the data active = inhibition above about 50%
Target sequence (O96028 whole entry, looked up): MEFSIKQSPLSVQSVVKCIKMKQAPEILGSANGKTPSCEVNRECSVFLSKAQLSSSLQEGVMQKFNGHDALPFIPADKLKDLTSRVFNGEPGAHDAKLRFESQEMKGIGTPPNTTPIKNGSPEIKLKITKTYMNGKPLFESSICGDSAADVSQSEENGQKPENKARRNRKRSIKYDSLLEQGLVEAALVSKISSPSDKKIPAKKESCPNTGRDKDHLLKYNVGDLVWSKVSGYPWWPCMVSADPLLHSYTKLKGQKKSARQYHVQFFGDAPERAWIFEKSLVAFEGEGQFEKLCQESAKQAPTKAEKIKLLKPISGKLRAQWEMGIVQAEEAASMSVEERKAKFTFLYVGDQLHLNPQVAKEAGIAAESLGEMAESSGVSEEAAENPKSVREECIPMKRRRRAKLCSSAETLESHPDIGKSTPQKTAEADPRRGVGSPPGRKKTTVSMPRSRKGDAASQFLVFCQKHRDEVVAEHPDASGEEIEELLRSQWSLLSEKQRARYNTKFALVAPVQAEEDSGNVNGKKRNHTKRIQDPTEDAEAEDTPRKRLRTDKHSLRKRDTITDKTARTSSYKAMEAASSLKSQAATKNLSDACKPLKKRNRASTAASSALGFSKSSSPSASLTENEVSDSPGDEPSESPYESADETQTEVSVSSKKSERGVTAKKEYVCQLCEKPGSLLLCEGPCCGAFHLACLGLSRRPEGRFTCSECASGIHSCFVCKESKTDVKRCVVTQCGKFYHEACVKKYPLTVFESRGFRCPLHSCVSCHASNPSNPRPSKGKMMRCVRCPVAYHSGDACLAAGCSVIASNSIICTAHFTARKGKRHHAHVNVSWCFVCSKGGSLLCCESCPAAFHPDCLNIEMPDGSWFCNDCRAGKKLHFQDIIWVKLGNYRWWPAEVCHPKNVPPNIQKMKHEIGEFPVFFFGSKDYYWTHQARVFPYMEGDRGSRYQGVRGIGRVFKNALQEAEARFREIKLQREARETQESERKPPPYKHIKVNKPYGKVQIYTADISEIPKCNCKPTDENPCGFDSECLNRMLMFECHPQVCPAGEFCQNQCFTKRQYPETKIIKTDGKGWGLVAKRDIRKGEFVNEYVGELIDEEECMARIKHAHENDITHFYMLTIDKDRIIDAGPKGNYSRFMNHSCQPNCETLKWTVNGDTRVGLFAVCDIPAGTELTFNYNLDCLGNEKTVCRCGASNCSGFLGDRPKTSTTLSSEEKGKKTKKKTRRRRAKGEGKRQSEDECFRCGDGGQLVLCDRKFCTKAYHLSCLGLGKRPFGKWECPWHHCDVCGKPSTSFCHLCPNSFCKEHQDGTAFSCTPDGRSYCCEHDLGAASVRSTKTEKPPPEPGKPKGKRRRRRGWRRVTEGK
PKA-R2B activ – PKA-R2B complex activation | P22694+P31323 | PKA-R2B holoenzyme dissociation, Cy5-IP20 fluorescence polarization; R2B truncated from residue 108, S112A mutant; 0% DMSO only, 100% 113 µM cGMP | activation, % at 11.4 µM | 340,000 tested, 0.079% active;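 active = activation above a cutoff set at the mean over all compounds plus 3 SD, cut at about 18% in these data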;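 note: higher means more holoenzyme dissociation and a rise in polarization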
PKA-R1A activ – PKA-R1A complex activation | PKA-R1A dissociation, Cy5-IP20 fluorescence polarization; scaled: DMSO 0%, 113 µM cGMP 100% | activation, % at 11.4 µM | 340,000 tested, 0.083% active | AID 504707;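 active = percent activation above the mean of all tested compounds plus 3 SD, cut at about 19% in these data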;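 note: higher means more PKAc released from R1A so a rise in polarization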
DSG3 Ab inh – inhibitors of pemphigus antibody binding to human desmoglein-3. P32926. DSG3-coupled beads, scFv-anti-DSG3-GFP binding, flow cytometry; hits give low values. binding (percent of control), % at 10 µM. 310,000 tested, 0.48% active. AID 588358;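 active = binding more than 3 SD below its plate's average and above zero; inconclusive = below that plate limit but binding exactly zero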;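 note: hits lower antibody fragment binding to DSG3; some compounds called inactive have numbers as strong as hits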
Mot1-301 SUMO – blocks SUMOylation pathway, rescuing yeast Mot1-301 growth. S. cerevisiae Mot1-301 growth rescue, ATP luminescence, 38.5C; percent above DMSO median, 100 means doubled. growth rescue, % at 18.8 µM. 320,000 tested, 1% active. AID 2716;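 active = every valid replicate shows activation above 250% relative to neutral control wells; inactive = the rest, any valid replicate at or below 250%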;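 note: OY570 slx delta 5 strain wells were the positive control but not used for scaling; some compounds called inactive have numbers as strong as hits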
SR-BI uptake up – SR-BI HDL lipid transfer activation; AID 504775; 320,000 tested, 0.096% active; activation, % at 12.5 µM; CHO ldlA[mSR-BI] cells, DiI-HDL uptake fluorescence, 3 h; 100 = double the neutral-control signal;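 active = mean replicate activation of at least 60% and every replicate at or above 60%; inconclusive = mean or all-replicate condition met, but not both; inactive = mean below 60% and not all replicates reaching 60%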;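 note: 0% = median plate neutral-control signal and 100% = twice that signal; values of inactives mirror those of a sister screen read the other way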
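Material – SR-BI-overexpressing, LDLR-lacking CHO cells · Medium – BSA-supplemented, HEPES-buffered Ham's F12, pH 7.4 · Doses – single concentration · Times – compound with DiI-HDL co-incubation, 3 h at 37 °C · Measured by – bottom-read fluorescence, 550/595 nm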
dFosB activator – activators of mouse delta FosB homodimer | activation, % at 25 µM | AID 493131 | purified delta FosB, TAMRA-CDK5 oligo fluorescence polarization; percent of positive-control signal above neutral wells | 340,000 tested, 0.99% active | P13346;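 active = mean activation above about 17%, with every replicate also reaching it, limit read from the data, passing the limit was not always enough; inconclusive = only one of the two conditions met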;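 note: fluorescence polarization rise as delta FosB binds a TAMRA Cdk5 AP-1 oligo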
MITF TRPM1 HTS – MITF TRPM1 promoter activation in melanoma cells | SK-MEL-5 TRPM1-promoter luciferase, 24 h; % of positive control, neutral wells = 0 | activation, % at 12.5 µM | 300,000 tested, 0.75% active;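 active = mean activation of at least 80% with every replicate also reaching 80%; inconclusive = mean reaches 80% but some replicate falls short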;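 note: 0% = neutral control wells and 100% = parthenolide positive control wells; values of inactives mirror those of a sister screen read the other way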
CDK5 inh – blocks human CDK5/p35 kinase activity. 330,000 tested, 0.01% active. Recombinant CDK5/p35, ADP-Glo luminescence, 60 min. inhibition, % at 10 µM. Q00535+Q15078;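 active = highest replicate inhibition of at least 50% and at least 75% of replicates reaching 50%; inconclusive = only one of the two criteria met; inactive = both criteria failed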;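 note: plate controls were DMSO neutral control for no effect and GW8510 at 10 µM for full effect; many of its hits are not listed in these tables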
SR-BI DiI inh – mouse SR-BI HDL lipid transfer inhibition; Q61009; inhibition, % at 12.5 µM; ldlA[mSR-BI] CHO cells, DiI-HDL uptake fluorescence, 3 h; 320,000 tested, 0.96% active; AID 488896;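 active = mean replicate inhibition of at least 70% and a set share of replicates each scoring 70 or more; inconclusive = meets just one of the two criteria; inactive = fails both criteria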;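 note: 0% = median of neutral control wells and 100% = median of positive control wells; values of inactives mirror those of a sister screen read the other way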
Arrestin-AP2 inh – blocks beta-arrestin peptide binding to AP2 adaptin; FITC-arrestin peptide / GST-AP2 beads, flow cytometry; AP2 beta2 appendage carries R879A mutation; inhibition, % at 10 µM; 340,000 tested, 0.31% active; AID 504490;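 active = inhibition above a set limit, near 3 SD of compounds lacking own fluorescence, cut at about 54% in these data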;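 note: plate controls were DMSO wells for no effect and 5 µM unlabelled arrestin peptide for full effect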
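system = GST-tagged AP2 beta2-adaptin appendage (R879A) on 4 µm glutathione beads | reagent = FITC-labelled arrestin peptide probe, 50 nM final | schedule = compound with beads 12 min RT, then probe 1 h RT | signal = HyperCyt-sampled flow cytometry, FL1 channel, ex 488/em 535 nm | read-out = percent response from loss of bead-bound FITC fluorescence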
Starred values were filed as active, the others as inactive; ? = inconclusive; . = no result given. Not all compounds are listed (hit frequency here may not be typical).

Compound	DSG3 Ab inh	Mot1-301 SUMO	PKA-R2B activ	NSD2 inh	SR-BI DiI inh	dFosB activator	SR-BI uptake up	CDK5 inh	MITF TRPM1 HTS	Arrestin-AP2 inh	PKA-R1A activ
CC12CN3CC(C)(CN(C1)P3(=O)Oc1ccccc1)C2=O (centres undefined)	105	3	2	-6	5	-8	-5	-1.0	4	-1	-1
CN(C)c1ccc(C=C2C(=O)NC(=O)NC2=O)cc1[N+](=O)[O-]	98	100	-3	6	12	-1	-12	0.1	7	5	-7
CCOP(=S)(OCC)Oc1nc(Cl)c(Cl)cc1Cl	102	-3	-10	.	6	-1	-6	0.1	-4	-11	-2
C[C@]12CCC3C(CC[C@H]4C[C@H](O)CC[C@]34C)C1CC(=O)[C@@H]2O (some centres undefined)	95	9	4	1	12	-20	-12	-0.5	-7	4	4
CN1C2CCC1CC(OC(c1ccccc1)c1ccccc1N)C2 (centres undefined)	99	-5	4	.	-16	5	16	0.6	-8	-2	-4
O=C(c1ccc(N2CCCCC2)c([N+](=O)[O-])c1)N1CCC2(CC1)OCCO2	.	-11	-1	2	15	2	-15	-0.4	-3	39	-3
Cn1c(O)c(N=Nc2ccc(S(=O)(=O)N3CCOCC3)cc2)c(=O)n(C)c1=O	156	3	3	.	10	-2	-10	0.5	-11	6	11
CCOC(=O)CC(SP1(=S)OCC2(CCCCC2)CO1)C(=O)OCC (centres undefined)	94	.	-3	0	1	-4	-1	0.6	0	2	0
COc1ccccc1CN1CCCC(C(=O)c2ccccc2OC)C1 (centres undefined)	103	3	4	-1	-30	-1	30	1.5	1	17	9
Cc1cc(N(CCCl)CCCl)ccc1/C=N/NC(=O)c1ccco1	.	-9	-6	-5	64	-2	-64	-0.7	18	3	-4
CCC1(CC)C(=O)NC(=NCCc2c[nH]c3ccccc23)NC1=O	101	32	2	5	-29	2	29	0.7	-17	33	-7
COc1ccc(CNCCc2c[nH]c3ccccc23)c(OC)c1C	91	48	9	11	-21	0	21	1.1	-2	27	-1
O=C(c1cccs1)C1CN2CCC1CC2 (centres undefined)	.	3	-1	5	-7	-6	7	1.4	-2	-9	6
CC(=O)N1CC(=O)Nc2ccc(F)cc2C1c1ccccc1 (centres undefined)	102	12	-4	-3	.	2	.	-0.7	1	5	-6
Cc1cc(Oc2cc(NN3CCCCC3)c([N+](=O)[O-])cc2[N+](=O)[O-])ccc1[N+](=O)[O-]	99	752*	8	.	8	-1	-8	0.2	-9	6	-2
CC12CN3CC(C)(CN(C1)C3c1cccs1)C2 (centres undefined)	101	12	-2	3	-16	5	16	0.3	.	5	-11
CCN1c2nc3c(C)cccn3c(=O)c2CC2(C(=O)N(C)C(=O)N(C)C2=O)C1C (centres undefined)	97	7	-5	-9	6	-1	-6	-0.8	-3	0	-4
CN(C(=O)Oc1ccc(Cl)c2cccnc12)c1ccccc1	90	-18	1	-2	9	-5	-9	-0.2	5	0	3
CCC(=NCCOc1ccc(Cl)cc1)c1c(O)n(C)c(=O)n(C)c1=O	.	76	0	.	-9	-5	9	-5.6	-19	1	-9
COC(=O)C(=O)N1CC2(C)CNCC(C)(C1)C2=O	.	-33	-6	-7	-14	10	14	-0.3	11	3	1
Cc1nonc1OCCNCCNc1ccc([N+](=O)[O-])c2cccnc12	98	-11	-3	9	-4	?	4	0.0	-2	-5	-12
CC[N+]1(C)CCCC(OC(=O)C(O)(c2ccccc2)c2ccccc2)C1 (centres undefined)	112	-2	5	.	-8	4	8	0.0	2	10	-10
COc1ccc2c(c1OC)C(=O)OC2c1c(O)n(Cc2ccc(F)cc2)c(=O)[nH]c1=O (centres undefined)	100	.	-2	1	-21	-2	21	-1.8	0	6	-4
COc1ccc(-c2nn(CCC#N)cc2C(=O)O)cc1	84	-1	8	-2	-25	0	25	0.4	-2	3	4
Cc1ccccc1NC(=O)NCCN1CC1	87	1	-14	-4	-37	5	37	0.0	20	-19	-4

Compound	DSG3 Ab inh	Mot1-301 SUMO	PKA-R2B activ	NSD2 inh	SR-BI DiI inh	dFosB activator	SR-BI uptake up	CDK5 inh	MITF TRPM1 HTS	Arrestin-AP2 inh	PKA-R1A activ
O=c1[nH]c(O)c(Cc2ccc3c(c2)OCO3)c(=O)[nH]1	93	3	-2	29	.	1	.	-0.4	3	5	-17
CC(OC(=O)c1cn(C)c2ccccc12)C(=O)N1CCCC1 (centres undefined)	103	-5	3	-1	-1	1	1	-2.0	0	-1	6
Cc1ccc(N(C)C(=O)Oc2cccc3ccc(C)nc23)cc1	101	332	4	-3	0	7	0	-0.3	-1	14	-9
CCC(=NCCO)c1c(O)n(-c2ccc(Cl)cc2)c(=O)[nH]c1=O	98	4	2	-7	-12	-5	12	0.3	-5	1	-3
Cc1ccc(-c2nn(CCC#N)cc2C(=O)O)cc1C	104	6	5	2	-11	-9	11	0.3	-4	0	5
Cc1cccc(-n2c(-c3ccccc3)nc3ccccc3c2=O)n1	98	-7	5	0	27	-1	-27	2.9	2	1	-3
CCC1CN1P1(=O)OCC(C)([N+](=O)[O-])CO1 (centres undefined)	93	.	-6	-1	-20	-5	20	2.1	-8	16	-3
CCN(CC)CCCN=Cc1c(O)n(-c2ccccc2F)c(=O)[nH]c1=O	103	-11	2	-1	-10	-5	10	1.8	-3	17	-4
COC(=O)C1=C(c2ccc(OCc3ccccc3)cc2)C[C@@H]2CC[C@H]1N2C(=O)NCc1ccccc1	100	-11	-1	.	28	-11	-28	1.0	4	23	1
Cn1c(O)c(C(=Nc2ccc(F)cc2)c2ccccc2Cl)c(=O)n(C)c1=O	.	21	-8	-3	-1	-3	1	1.1	.	5	-2
O=c1[nH]c(=O)n(C2CCCCC2)c(O)c1C=Nc1ccc(N2CCOCC2)cc1	108	313	-6	-2	-21	2	21	0.2	-5	3	-5
COC(=O)C(NC(=S)N1CC2C[C@@H](C1)Cn1c2cccc1=O)C(C)C (some centres undefined)	98	.	0	-3	-7	-6	7	-0.8	3	5	15
Cc1c(C(c2ccc(Br)cc2)c2c(O)c3ccccc3oc2=O)c(=O)n(-c2ccccc2)n1C (centres undefined)	99	184	2	.	-10	1	10	1.5	1	-5	-6
COC(=O)C1=C(c2ccc(-c3ccccc3)c(F)c2)C[C@@H]2CC[C@H]1N2C(=O)NC1Cc2ccccc2C1	99	3	1	.	47	7	-47	0.2	-14	29	-15
CC1=C(O)C(=O)C=C2C1=CC=C1C2(C)CCC2(C)C3CC(C)(C(=O)O)CCC3(C)CCC12C (centres undefined)	90	.	-9	29	37	-25	-37	17	-95	4	-4
O=C(OCC(=O)c1ccc([N+](=O)[O-])cc1)/C(=C\c1ccc(Cl)cc1)NC(=O)c1ccccc1	98	14	8	.	-11	-4	11	6.8	-4	3	-1
CCCCC/C(=N/O)c1c(C)[nH]c2ccccc12	.	-19	6	-5	9	-5	-9	-3.1	4	9	0
c1ccc(N2C3C4CC(C5CCCC54)C32)cc1 (centres undefined)	116	.	-3	-1	-17	1	17	-1.2	-4	3	-3
C[C@]12CCC3C(CC[C@H]4C[C@@H](O)CC[C@]34C)[C@H]1C=CC2=O (some centres undefined)	91	-8	-8	-2	-6	-11	6	-1.3	-8	4	-6
N#CCCn1cc(C(=O)Nc2ccccc2Cl)c(-c2ccc(F)cc2)n1	119	-22	5	-1	20	-3	-20	-2.7	.	-19	3
CCCCC(=O)N/N=C/c1c(O)n(Cc2ccco2)c(=O)[nH]c1=O	98	-1	0	-1	-31	8	31	-2.1	2	3	1
O=c1ccc2cc(O[C@@H]3O[C@H](CO)[C@@H](O)[C@H](O)[C@H]3O)c(O)cc2o1	.	.	1	.	-21	5	21	-0.8	9	-12	-10
CC(=O)OC1(c2ccccc2)CCN(C2CCCCC2)CC1C (centres undefined)	109	-3	0	.	-28	-5	28	0.2	6	-1	-3
COc1ccc(CN2C(=O)NC(=O)/C(=C\c3cccc(OC)c3OC)C2=O)cc1	.	-21	.	0	-15	4	15	-1.5	4	38	.
Fc1ccc(CNC2CN3CCC2CC3)cc1 (centres undefined)	118	-3	0	0	-23	-3	23	-0.8	.	-1	2

Compound	DSG3 Ab inh	Mot1-301 SUMO	PKA-R2B activ	NSD2 inh	SR-BI DiI inh	dFosB activator	SR-BI uptake up	CDK5 inh	MITF TRPM1 HTS	Arrestin-AP2 inh	PKA-R1A activ
Cc1ccc(N2C(=O)CC(=O)NC2=O)c(C)c1	100	62	-7	-1	-8	-3	8	-1.8	1	31	-11
Cc1nc2ccccc2c(=O)n1-c1ccccc1[N+](=O)[O-]	106	-10	-12	1	-22	-2	22	-1.0	3	4	1
CN1CCN(/N=C/c2c(O)n(C)c(=O)n(C)c2=O)CC1	102	-2	9	-3	-28	1	28	0.5	-12	4	-2
Cc1c(C(=O)N2CCC3(CC2)OCCO3)oc2ccc(S(=O)(=O)N3CCOCC3)cc12	109	-17	-15	.	-3	2	3	3.7	-10	-5	-2
CC12CCC3C(CCC4CC(=O)CCC43C)C1CC(=NO)C2=O (centres undefined)	103	.	5	0	-7	-15	7	0.8	7	41	4
CCC(C)n1c(O)c(C=NCCc2ccccc2)c(=O)[nH]c1=S (centres undefined)	.	2	0	0	-2	-12	2	0.6	0	14	-7
COc1ccc(Cc2c(O)[nH]c(=S)[nH]c2=O)cc1	118	-6	-13	-1	-2	5	2	1.1	.	-26	-7
C=Cn1ccnc1P(O)(=S)c1nc(C)c(CCOC(C)=O)s1 (centres undefined)	91	-12	5	-5	-9	-4	9	-1.2	12	17	6
CCN1CCC2(CC1)NC(CO)(CO)CO2	105	130	3	-1	-31	-5	31	-0.5	14	-16	-16
COC(=O)C1=C(c2ccc(OC)c(OC)c2)C[C@@H]2CC[C@H]1N2C(=O)NCc1ccco1	98	24	4	.	-21	0	21	-1.1	-8	-4	-3
